# D1 mod: D1 CRE-luciferase signal change, two-sided – cell-based, HEK293 D1, dopamine EC30, D1 allosteric modulator project, primary screen; D(1A) dopamine receptor (Homo sapiens), P21728; AID 641, 2007; dopamine EC30 potentiation; actives deviate in either direction; B-score at 10 µM; actives 5.9% (n = 58,000);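 active = luminescence count or its row- and column-corrected plate score outside the 99.7% band of the plate's sample wells, on either side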
# CatB mix inh: cathepsin B inhibitors from pooled compounds, primary screen, biochemical, compound mixtures, AMC fluorescence | P07858 | Purified cathepsin B, AMC dipeptide fluorescence | actives 0.06% (n = 62,000) | inhibition, %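 (ten-compound pools at 5 µM per compound and 50 µM total)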; in the data active = inhibition above about 22%, passing the limit was not always enough;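 note: 0% = enzyme without compound and 100% = no enzyme blank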
# Cdc25B block: inhibitors of Cdc25B phosphatase catalytic domain, primary screen, biochemical, OMFP fluorescence. recombinant Cdc25B, OMFP fluorescence Ex485/Em525. inhibition, %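 (compounds tested at 10 µM final in the well)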. actives 0.1% (n = 65,000). M-phase inducer phosphatase 2 (Homo sapiens), P30305; in the data active = inhibition above about 50%
# Target sequence (P30305 whole entry, looked up, the tested form may be a part): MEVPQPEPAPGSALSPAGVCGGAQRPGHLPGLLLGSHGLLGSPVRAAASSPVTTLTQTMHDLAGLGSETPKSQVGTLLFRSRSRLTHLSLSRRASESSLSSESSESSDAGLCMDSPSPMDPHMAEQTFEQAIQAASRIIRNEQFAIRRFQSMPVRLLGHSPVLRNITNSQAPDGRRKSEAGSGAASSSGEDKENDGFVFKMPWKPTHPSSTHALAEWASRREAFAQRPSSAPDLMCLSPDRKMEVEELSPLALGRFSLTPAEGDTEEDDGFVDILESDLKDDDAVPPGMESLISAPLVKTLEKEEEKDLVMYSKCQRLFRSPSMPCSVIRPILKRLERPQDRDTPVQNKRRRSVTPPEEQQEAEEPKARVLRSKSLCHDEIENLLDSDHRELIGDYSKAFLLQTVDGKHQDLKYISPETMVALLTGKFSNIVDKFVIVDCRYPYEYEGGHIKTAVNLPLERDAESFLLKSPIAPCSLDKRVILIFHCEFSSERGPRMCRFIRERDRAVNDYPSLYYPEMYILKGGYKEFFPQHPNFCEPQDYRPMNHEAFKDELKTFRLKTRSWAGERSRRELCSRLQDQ
# Ecoli tolC: growth inhibitors of E. coli tolC mutant, primary screen, strain BW25113 ΔtolC::kan, 384-well; actives 2.2% (n = 65,000); OD615; growth inhibition, % at 10 µM (by protocol);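 active = growth inhibition at or above a cutoff equal to the mean over every tested compound plus 3 SD, cut at about 60% in these data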;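 note: growth measured after 20 h incubation at 37 °C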
#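 Test system – E. coli BW25113 ΔtolC::kan, tolC deletion mutant strain · Detection – OD at 615 nm · Buffer or medium – LB with kanamycin 50 µg/mL · Times – 20 h compound exposure of bacteria at 37 °C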
# CatB inh: human cathepsin B inhibitors, primary screen, biochemical, fluorogenic substrate; P07858; purified cathepsin B, fluorescence; inhibition, %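 (tested at 10 µM)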; actives 0.1% (n = 63,000); in the data active = inhibition above about 21%;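 note: 0% = enzyme with no compound and 100% = no enzyme blank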
# MKP-1 inh: MKP-1 phosphatase inhibitors, primary screen, biochemical, in vitro; inhibition, %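 (compounds tested at a single concentration somewhere between 10 and 100 µM)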; recombinant MKP-1, OMFP hydrolysis fluorescence; actives 0.15% (n = 65,000); Dual specificity protein phosphatase 1 (Homo sapiens), P28562;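 active = inhibition above about 50%, limit read from the data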;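 note: 0% = DMSO max control wells and 100% = wells with enzyme stopped by NaOH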
# Target sequence (P28562 whole entry, looked up): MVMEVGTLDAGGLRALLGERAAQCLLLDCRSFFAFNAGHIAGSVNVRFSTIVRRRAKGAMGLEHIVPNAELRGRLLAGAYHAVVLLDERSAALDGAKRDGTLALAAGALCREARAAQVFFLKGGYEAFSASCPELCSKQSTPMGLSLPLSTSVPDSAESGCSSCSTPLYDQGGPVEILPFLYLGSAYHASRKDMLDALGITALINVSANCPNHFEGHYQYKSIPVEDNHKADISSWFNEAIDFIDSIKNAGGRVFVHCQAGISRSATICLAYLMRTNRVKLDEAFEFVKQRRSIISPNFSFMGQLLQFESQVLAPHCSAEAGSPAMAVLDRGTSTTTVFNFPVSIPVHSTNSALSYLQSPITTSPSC
# Ec RNAP inh: E. coli RNAP inhibitors, biochemical | DNA-directed RNA polymerase subunit beta (Escherichia coli (strain K12)), P0A8V2 | E. coli RNA polymerase, fluorescence transcription assay | inhibition, %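 (tested at 10 µM)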 | actives 0.2% (n = 62,000) | AID 559, 2006; in the data active = inhibition above about 20%;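 note: 0% = enzyme without compound and 100% = no enzyme blank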
# AP complement: alternative complement pathway inhibitors, primary screen, biochemical, ELISA, human serum, orthogonally pooled compounds; LPS-coated ELISA, C3 deposition; tested in compound mixtures; inhibition, % at 5 µM; actives 0.08% (n = 62,000); AID 1235, 2008;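 active = inhibition above 30% in each of the two pooled mixtures holding the compound, so the lower value exceeds 30%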;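 note: 0% = serum in Mg-EGTA without compound and 100% = EDTA serum blank; some compounds past the cut are filed as inactive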
#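 Test system – human serum alternative complement pathway, C3 deposition on LPS-coated wells · Buffer or medium – diluted human serum in Mg2+-EGTA GVB++ · Compound dosing – 5 µM each compound, pools of ten, 50 µM per pool · Schedule – 1 h serum-compound exposure at 37 °C · Measured by – Anti-C3 ELISA, OD 450 nm · Read-out basis – percent inhibition of C3 deposition onto LPS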
# Hsp90 block: tumor Hsp90 inhibitors, primary screen, cell lysate, fluorescence polarization, NCI-N417 lysate; actives 0.35% (n = 64,000); Heat shock protein HSP 90-alpha (Homo sapiens), P07900; inhibition, % at 30 µM; Cy3B-geldanamycin FP displacement;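 active = inhibition above 50%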;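 note: 0% = tracer plus lysate wells and 100% = tracer alone without lysate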
# The depositor's hits bear a star; x = no result given.
SMILES,D1 mod,CatB mix inh,Cdc25B block,Ecoli tolC,CatB inh,MKP-1 inh,Ec RNAP inh,AP complement,Hsp90 block
COc1ccc(C(=O)N(CN2CCCC2=O)c2ccc(C)cc2)cc1,1.1,4,2,-22,3,9,4,2,0
CC(C)CNS(=O)(=O)c1ccc(CCC(=O)Nc2ccc3c(c2)OCO3)cc1,-0.016,-1,-7,-8,3,-9,5,3,2
COc1ccc(C)cc1S(=O)(=O)N(C)CC(=O)N1CCCCCC1,0.061,1,-8,-3,-1,1,5,-5,-2
Cc1ccc(Cn2ccc(NC(=O)c3cc(-c4ccc(Br)cc4)on3)n2)cc1,-0.88,5,-13,-3,1,10,4,26,0
CC(C)(C)n1ncc2c(=O)n(CC(=O)Nc3ccccc3)cnc21,x,2,-6,9,2,4,20,10,0
CCCCNC(=O)NS(=O)(=O)c1ccc(C(=O)OC(C)C)o1,0.091,-2,1,17,3,-10,13,2,-3
CCN1CCN(CC(=O)Nc2cc(F)ccc2C)CC1,x,-3,5,-23,4,4,7,-3,5
CCCOc1ccc(/C(O)=C2/C(=O)C(=O)N(CCN(C)C)C2c2ccc(OC)c(OC)c2)cc1 (stereo not drawn),-0.056,x,21,-8,1,-43,8,x,-3
O=c1oc2ccc(Br)cc2cc1-c1nc2ccccc2o1,0.098,8,-8,-5,-2,6,4,12,-1
Cn1c(/C=N/n2cnnc2)nc2ccccc21,-0.058,-7,-5,-8,1,-12,7,0,-5
O=C1C(=O)N(CCN2CCOCC2)C(c2ccncc2)/C1=C(/O)c1ccc2c(c1)OCO2 (stereo not drawn),-0.17,-1,-19,-19,1,7,6,13,-1
O=C1OCCC1Sc1nnc(-c2ccc(Br)cc2)o1 (stereo not drawn),x,-3,-4,11,4,15,5,3,-1
CC(C)Oc1cccc(C(=O)Nc2ccc(NC(=O)c3ccco3)cc2)c1,-1.5,-2,3,-4,0,-4,5,3,-2
CC(C)=CCC(C)(C)CNC(=O)NC1CCCCC1,x,x,-36,9,1,-18,7,x,1
CC(=O)c1cc(-c2ccccc2)n(CC(=O)N2CCN(C3CCCC3)CC2)c1C,-0.052,7,-5,-24,2,9,16,-1,0
N#Cc1ccccc1Sc1ccccc1C(=O)OCC(=O)N1CCN(C(=O)c2ccco2)CC1,0.27,-3,-9,4,1,27,6,3,-4
COc1ccccc1N1CCN(C(c2cccs2)C(C)NC(=O)c2cccs2)CC1 (stereo not drawn),x,x,-8,48,x,11,x,x,-1
O=C(O)CCC(=O)N1CCc2cc(S(=O)(=O)NCc3cccs3)ccc21,0.66,5,1,-11,4,20,10,4,-3
CCOc1ccc(C(C)=O)cc1COc1ccc(-n2cnnn2)cc1,5.9*,4,-7,6,3,-3,6,-9,0
COc1ccc(N(CC(=O)NCc2cccs2)S(=O)(=O)c2c(C)nn(C)c2C)cc1,0.024,0,-8,-7,4,4,6,10,-2

# Sorted by formula weight (smallest number first): part of the list above
SMILES,D1 mod,CatB mix inh,Cdc25B block,Ecoli tolC,CatB inh,MKP-1 inh,Ec RNAP inh,AP complement,Hsp90 block
Cn1c(/C=N/n2cnnc2)nc2ccccc21,-0.058,-7,-5,-8,1,-12,7,0,-5
CCCCNC(=O)NS(=O)(=O)c1ccc(C(=O)OC(C)C)o1,0.091,-2,1,17,3,-10,13,2,-3
O=C(O)CCC(=O)N1CCc2cc(S(=O)(=O)NCc3cccs3)ccc21,0.66,5,1,-11,4,20,10,4,-3

# (more compounds)
SMILES,D1 mod,CatB mix inh,Cdc25B block,Ecoli tolC,CatB inh,MKP-1 inh,Ec RNAP inh,AP complement,Hsp90 block
CC(C)C(=O)Nc1c(C(=O)c2ccc(F)cc2)oc2ccccc12,1.7,0,-7,-3,2,-2,2,11,1
CC(=O)Nc1cccc(NC(=O)CSc2nnc(Cc3cccn3C)n2-c2ccc(F)cc2)c1,-1.4,-3,-10,15,0,-10,-3,-2,-9
Cc1onc(-c2ccccc2)c1C(=O)Nc1ccc(-c2nnc3n2CCCCC3)cc1,-0.83,0,-4,-15,1,36,9,4,-6
Cc1ccc(C2CC(c3ccc(F)cc3)Nc3nc(N)nn32)cc1 (stereo not drawn),0.92,-1,-4,-3,0,12,2,8,2
C=CCn1c(SCCC(=O)O)nc2c1c(=O)n(C)c(=O)n2C,0.3,-2,-12,0,1,5,-4,1,2
CCOC(=O)c1c(-c2cccs2)csc1NC(=O)CN1CCOCC1,11*,5,-2,-8,1,24,11,7,-2
Cn1c(Cn2c(=O)sc3ccccc32)nnc1SCC(=O)N1CCOCC1,5.1*,3,-12,-7,3,6,4,23,-1
CN1C(=O)N2CN(C3CCCCC3)CN3C(=O)N(C)C1C23 (stereo not drawn),-0.27,0,-3,-15,-1,2,4,30,x
O=C(Nc1cccnc1)c1ccc2snnc2c1,1.1,2,-20,1,1,-16,-2,4,-4
Cc1cc(C)n(S(=O)(=O)Cc2ccccc2)n1,0.05,0,-8,10,2,-17,14,-2,-2
Cc1ccc(-c2noc(CCC(=O)Nc3ccccc3C)n2)cc1,-0.066,2,-10,-1,0,-10,-3,-17,0
Cc1ccccc1-c1nc(CN2CCC(C(=O)NCCCN3CC(C)CC(C)C3)CC2)c(C)o1 (stereo not drawn),-1.1,4,-24,-3,-2,3,3,12,-2
COC(=O)C1=C(C)N=C2SCCC(=O)N2C1c1cc(Br)ccc1OC (stereo not drawn),-0.1,-1,1,2,-1,3,7,4,0
CC1(C)CC(=O)C=C(Nc2ccc(OCC(F)(F)C(F)F)cc2)C1,0.27,5,-17,6,2,-1,3,3,-2
CCC1CCCCN1C(=O)COC(=O)c1cc2ccccc2cc1O (stereo not drawn),1.2,5,-20,48,5,-2,6,-1,-1
Cc1onc(-c2ccccc2Cl)c1C(N)=O,-1.2,0,-6,-11,6,-9,8,7,-7
COC(=O)c1ccc2ccn(CC(=O)NC(C)C)c2c1,-0.12,1,3,-13,3,-4,4,5,-4
Cc1ccc(C(=O)OCC(=O)Nc2ccccc2)cc1NC(=O)c1ccco1,4.4*,0,-20,2,5,22,2,7,-4
COc1ccc(CNC(=O)COC(=O)c2n[nH]c3ccccc23)cc1OC,1.8,3,-1,-5,3,8,7,-12,-5
Nn1c(SCC(=O)Nc2ccc(S(=O)(=O)N3CCCC3)cc2)nnc1C(F)(F)F,-0.25,-6,4,-18,1,-15,3,9,-2

# In a second layout: results already given.
SMILES	D1 mod	CatB mix inh	Cdc25B block	Ecoli tolC	CatB inh	MKP-1 inh	Ec RNAP inh	AP complement	Hsp90 block
COc1ccc(CNC(=O)COC(=O)c2n[nH]c3ccccc23)cc1OC	1.8	3	-1	-5	3	8	7	-12	-5
C=CCn1c(SCCC(=O)O)nc2c1c(=O)n(C)c(=O)n2C	0.3	-2	-12	0	1	5	-4	1	2
Cc1onc(-c2ccccc2Cl)c1C(N)=O	-1.2	0	-6	-11	6	-9	8	7	-7
CC1(C)CC(=O)C=C(Nc2ccc(OCC(F)(F)C(F)F)cc2)C1	0.27	5	-17	6	2	-1	3	3	-2
CCOC(=O)c1c(-c2cccs2)csc1NC(=O)CN1CCOCC1	11*	5	-2	-8	1	24	11	7	-2

# Following part.
SMILES,D1 mod,CatB mix inh,Cdc25B block,Ecoli tolC,CatB inh,MKP-1 inh,Ec RNAP inh,AP complement,Hsp90 block
COc1ccccc1NC(=O)c1ccc(-c2ccccc2F)o1,0.015,1,-11,16,1,14,1,12,2
CCn1c(=O)cc(OCC(=O)Nc2nc(C)cs2)c2ccccc21,-0.14,2,-3,-4,-1,0,1,6,0
O=C(c1cccc(-n2cnnn2)c1)N1CC=C(c2ccccc2)CC1,0.024,6,1,3,5,34,x,-3,-2
COC(=O)c1ccccc1Nc1ccccc1,-0.2,1,0,-25,-1,-5,-2,7,-6
Cc1ccc(C)c(NC(=O)CC(NCCCN2CCOCC2)C(=O)O)c1 (stereo not drawn),0.15,-2,-11,-16,2,12,-7,9,-4
COCCCn1c(SCC(=O)NC2CCCC2)nnc1-c1ccco1,-1,1,3,-28,2,9,2,-14,-1
CC1(C)NC(=O)N(CC(O)CN2C(=O)CCC2=O)C1=O (stereo not drawn),-0.56,4,0,-22,5,-2,4,0,-4
Cn1c(=O)[nH]c2cc3ccccc3cc21,0.7,11,0,-21,-2,8,19,1,-2
CCCC1CC(=O)OC1(C)C(=O)CSc1n[nH]c(-c2ccccc2)n1 (stereo not drawn),x,0,-3,12,3,-20,5,8,2
Cn1cccc1Cc1nnc(SCC(=O)Nc2cccc(F)c2)n1-c1ccc(F)cc1,0.064,1,-5,26,4,15,11,2,-1
O=C(O)Cc1cc2c(s1)CCCCC2,-0.41,1,1,-1,2,-23,8,-3,-3
CCOc1ccc(NC(=O)C2CCC(C)(C(=O)O)C2(C)C)cc1 (stereo not drawn),-0.7,5,1,-54,-4,-3,9,9,-2
OCC1(C2=NOC(O)(C(F)(F)F)C2)CCCCC1 (stereo not drawn),-0.78,0,-9,-22,2,18,4,2,x
CC(=O)N1CCN=C1SCc1ccc(Br)cc1,1.5,3,3,-6,0,0,2,2,-1
Cc1csc(SCc2c(C(=O)O)oc3ccccc23)n1,0.42,3,-10,12,-7,3,2,14,0
Cc1cc(Nc2ccccc2Br)n2nc(C)nc2n1,-0.15,2,-3,0,0,-11,-4,5,-2
COc1cc(-c2noc(C3CCCN(S(=O)(=O)c4cccc(Cl)c4)C3)n2)cc(OC)c1OC (stereo not drawn),0.034,-4,3,35,-6,1,3,22,-1
Cc1ccc(S(=O)(=O)Nn2c(C)ccc2C)cc1,-0.58,-1,-2,9,2,-6,5,-8,-8
CCCCC(=O)NCc1ccc2c(c1)cc(C)n2C,0.82,3,-16,8,7,0,10,9,-1
COC(=O)Nc1c(C)n(C)n(-c2ccccc2)c1=O,-1.4,1,-17,-10,0,0,5,-4,2
Cc1nnc(NC(=O)c2sc3ccccc3c2Cl)s1,-6.4*,-2,0,11,3,-1,11,9,-2
O=c1ccc2cc(S(=O)(=O)N3CCN(c4ccccc4)CC3)ccc2o1,-0.73,-2,-11,-16,1,10,4,6,-4
Cc1cccc(-c2nnc3sc(-c4ccccc4C)nn23)c1,1.4,7,4,60,-1,-5,11,10,-1
CCOc1ccccc1NC(=O)c1cc(CC(C)C)oc1C,-0.54,1,-19,75*,-1,-1,-1,-5,-9
COC(=O)c1cccc(COC(=O)c2ccccc2NC(=O)c2ccco2)c1,2.8,-2,-8,-4,1,11,4,2,1
Clc1ccc2nc3ccccn3c2c1,1.3,-4,-17,8,-2,5,-6,-3,x
COCCCNC(=O)C1CCN(c2ncccn2)CC1,1.8*,1,-1,-6,5,-14,3,13,1
COc1ccc(-c2nc(C#N)c(NCc3ccc(C)cc3)o2)cc1OC,2.3,7,-3,-4,2,5,1,22,0
O=C(Cn1cnc2c(nnn2-c2ccccc2)c1=O)N1CCCc2ccccc21,-0.023,4,-3,7,3,1,10,22,-5
O=C(Nc1cccc(Cl)c1N1CCCC1)c1cc2ccccc2o1,0.095,0,-5,15,5,3,0,27,-9
CCOC(=O)/C(C#N)=C1/C=CN(Cc2ccccc2)C=N1,1.1,0,-2,-20,6,-3,10,0,-4
Cn1c(NC(=O)c2ccco2)c(-c2ccccc2Cl)c(=O)c2ccccc21,0.19,3,4,-15,4,-10,7,1,0
COC(=O)COC(=O)CC(CC(N)=O)c1ccccc1 (stereo not drawn),0.36,8,1,3,0,6,14,10,4
O=S(=O)(Nc1ccc2nc(C(F)(F)F)[nH]c2c1)c1ccccc1,-1.3,-4,16,34,4,6,3,14,2
